High-throughput results: PubChem, National Center for Advancing Translational Sciences (NCATS)
FLuc modulator – counter-screen for miR-21 project: firefly luciferase inhibitors or activators. P08659. purified FLuc, Km substrates, luminescence inhibition. Potency, µM (top dose mostly 57.5 µM), without a hit: at the top dose activity change, negative = inhibition, hits mostly inhibitors. 360,000 tested, 6.9% active. AID 588342;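 note: plate controls were vehicle for no effect and reference inhibitor for full effect; nearly all actives have a fitted effect of over 55% in size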
Target sequence (P08659 whole entry, looked up): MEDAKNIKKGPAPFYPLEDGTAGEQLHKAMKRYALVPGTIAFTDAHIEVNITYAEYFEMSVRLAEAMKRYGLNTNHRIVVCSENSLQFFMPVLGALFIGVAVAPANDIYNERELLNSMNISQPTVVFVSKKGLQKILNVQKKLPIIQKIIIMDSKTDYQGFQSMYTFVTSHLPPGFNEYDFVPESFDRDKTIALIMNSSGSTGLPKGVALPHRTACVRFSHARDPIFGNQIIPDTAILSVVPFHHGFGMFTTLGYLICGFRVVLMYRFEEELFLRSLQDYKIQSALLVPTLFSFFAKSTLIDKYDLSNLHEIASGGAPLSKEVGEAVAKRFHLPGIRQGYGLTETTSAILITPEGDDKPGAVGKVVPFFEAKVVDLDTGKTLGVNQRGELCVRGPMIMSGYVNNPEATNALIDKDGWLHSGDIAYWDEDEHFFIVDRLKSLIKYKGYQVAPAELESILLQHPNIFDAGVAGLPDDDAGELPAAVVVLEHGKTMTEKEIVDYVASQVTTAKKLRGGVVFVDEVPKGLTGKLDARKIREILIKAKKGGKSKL
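Biochemical qHTS of compounds, final roughly 60 µM downward over six points, against 10 nM purified firefly luciferase using Km concentrations of substrates (10 uM D-luciferin, 10 uM ATP) in Tris acetate pH 7.5 buffer; luminescence output.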
BRCA1 expr up – BRCA1 expression activation; MCF7-BRCA1-FFLuc reporter, luminescence, 48 h; response scale: scaled: vehicle 0%, 10 µM genistein 100%; Potency, µM (top dose mostly 46.1 µM), without a hit: top-dose activation, most hits filed as activators; 380,000 tested, 1.1% active; note: nearly all actives have a fitted effect of over 80% in size; some results filed as inactive show a strong effect at the top dose
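First, MCF7-BRCA1-FFLuc cells (2000/well) attach for 2 h; next, compounds are pin-added and incubated 48 h at 37 °C; finally, luciferase reagent is added and luminescence read after 15 min.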
ELG1 genotoxic – genotoxicity induction in ELG1-luciferase HEK293T cells. HEK293T ELG1-luciferase reporter, luminescence, 16 h. Potency, µM (series often up to 46 µM), inactives show at the highest dose activity change, positive = activation, usual class: activators. 330,000 tested, 1.3% active; note: % of control where 0% means no effect; nearly all actives have a fitted effect of over 60% in size
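Genotoxic stress is detected as increased luminescence from luciferase-tagged ELG1 in HEK293T cells, measured with ONE-Glo after a 16 hr treatment at 37 °C.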
NPC1 promoter act – NPC1 promoter activation | Huh7 NPC1 promoter luciferase reporter, 24 h | Potency, µM (top dose mostly 9.22 µM), for the others: at the highest dose activation, usual class: activators | 320,000 tested, 2.4% active | AID 485313;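 note: % of control where 0% means no effect; nearly all actives have a fitted effect of over 60% in size; reporter is driven by a mutant NPC1 promoter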
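Compounds in DMSO were transferred onto Huh7 NPC1-luciferase reporter cells pre-incubated 2 h; after 24 h at 37 °C, Amplite reagent was dispensed and luminescence recorded 10 min later.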
Rab9 promoter act – activators of Rab9 promoter; 320,000 tested, 2.8% active; Huh7 Rab9 promoter-luciferase reporter, luminescence, 24 h; Potency, µM (series often up to 9.22 µM), for the others: at the top dose activation, negative = inhibition, actives largely listed as activators; note: % of control where 0% means no effect; nearly all actives have a fitted effect of over 60% in size
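Luciferase signal after 10 min detection reagent at ambient indicates Rab9 promoter upregulation; stably transfected Huh7 cells were treated 24 h with compound in DMSO at 37 °C, 5% CO2.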
p53 reactivator – mutant p53 re-activation in reporter cells. Potency, µM (highest dose often 92.2 µM), inactives show at the top dose activity change, positive = activation, hits mostly activators. 320,000 tested, 0.063% active. H1299 p53-A138V BP100-luciferase reporter, luminescence, 24 h; note: % of control where 0% means no effect; nearly all actives have a fitted effect of over 45% in size
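p53-null H1299 cells stably carrying temperature-sensitive p53-A138V and a BP100-luciferase reporter were pinned with compounds (4-point, 1:5 series) and held 24 hrs at 37 deg C. Luminescence was read 10 min after detection reagent.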
VP16 counter – Gal4-VP16 reporter inhibition counter-screen. Drosophila S2 Gal4-VP16 UAS-luciferase, luminescence, 20 h. Potency, µM (titrated, usually from 53.6 µM), for inactives: at the highest dose activity, negative = inhibition, hits mostly inhibitors. 310,000 tested, 3.5% active. AID 2546;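 note: Gal4-VP16 expression switched on by copper sulfate through the metallothionein promoter; % is set by controls: 0 for no effect and ±100 for the full control effect; nearly all actives have a fitted effect of over 50% in size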
uPA generation – cell surface uPA generation inhibition | 330,000 tested, 0.31% active | cell surface uPA generation assay, qHTS | Potency, µM (titrated, usually from 38.3 µM), inactives show top-dose activity change, negative = inhibition, usual class: inhibitors; active = well fitted inhibition curve with a large enough effect; inconclusive = small, poorly fitted or top-dose-only effect; inactive = no such curve, though single readings can be large or run the other way; tested in mouse RAW 264.7 cells; note: % is set by controls: 0 for no effect and ±100 for the full control effect; nearly all actives have a fitted effect of over 55% in size
MBNL1-CUG inh – blocks human MBNL1 binding to CUG repeat RNA. Q9NR56. TR-FRET MBNL1-His/biotin-(CUG)12 binding, 665/545 ratio. Potency, µM (highest dose often 57.5 µM), inactives show top-dose activity change, negative = inhibition, most hits filed as inhibitors. 280,000 tested, 0.036% active. AID 2675; active = well fitted inhibition curve with a large enough effect in the signal ratio, with a control signal flat, not every such curve was filed as active; inconclusive = small, poorly fitted or top-dose-only effect, or effect the other way, or a change in a side signal; inactive = no such curve, though single readings can be large or run the other way; the % refers to the signal ratio; note: % is set by controls: 0 for no effect and ±100 for the full control effect
Target sequence (Q9NR56 whole entry, looked up): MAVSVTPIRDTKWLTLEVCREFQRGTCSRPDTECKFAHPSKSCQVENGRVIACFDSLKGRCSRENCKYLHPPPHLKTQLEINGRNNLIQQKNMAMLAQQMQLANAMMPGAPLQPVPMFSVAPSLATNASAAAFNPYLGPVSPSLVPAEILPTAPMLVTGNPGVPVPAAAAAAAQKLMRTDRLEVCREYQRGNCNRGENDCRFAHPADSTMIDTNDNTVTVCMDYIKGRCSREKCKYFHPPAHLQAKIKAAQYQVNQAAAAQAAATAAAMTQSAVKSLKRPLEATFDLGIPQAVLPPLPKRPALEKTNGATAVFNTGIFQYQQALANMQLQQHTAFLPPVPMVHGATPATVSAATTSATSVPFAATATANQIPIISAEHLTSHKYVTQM
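TR-FRET readout: Ex 340 nm, 665/545 nm emission ratio, normalized to buffer-only (basal) and MBNL1-(CUG)12 controls. Complex of MBNL1-His with Biotin-(CUG)12, compounds 92 nM–58 uM, incubated 60 min at room temperature.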
RORgamma inh – inhibitors of mouse ROR gamma transcriptional activity. Potency, µM (highest dose often 53.6 µM), without a hit: top-dose activity change, negative = inhibition, hits mostly inhibitors. 310,000 tested, 5.4% active. Drosophila S2 Gal4-RORgamma UAS-luciferase reporter, 20 h. P51450; note: % is set by controls: 0 for no effect and ±100 for the full control effect; nearly all actives have a fitted effect of over 60% in size
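Compounds are pin-transferred onto Drosophila Schneider cells expressing a copper-inducible Gal4–ROR gamma transactivation domain fusion. After 1 hr, copper sulfate is added to 700 uM final; luciferase is read 20 hr later.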
MLL CXXC-DNA inh – inhibitors of human MLL CXXC domain-DNA interaction | Q03164 | MLL-CXXC / FITC-HOXA9 DNA fluorescence polarization | Potency, µM (top dose mostly 115 µM), without a hit: top-dose activity change, negative = inhibition, usual class: inhibitors | 290,000 tested, 0.037% active; active = well fitted inhibition curve with a large enough effect in the polarisation, with a control signal flat, not every such curve was filed as active; inconclusive = small, poorly fitted or top-dose-only effect, or effect the other way, or a change in a side signal; inactive = no such curve, though single readings can be large or run the other way; the % refers to the polarisation
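Fluorescence polarization: 7 uM MLL-CXXC (stock) preincubated 5 min with compounds, then 50 nM fluorescein-HOX-A9 DNA (stock) added; 30 min ambient. Buffer 50 mM Tris-HCl pH 7.5, 50 mM NaCl, 1 mM DTT, 0.05% BSA.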
* marks the source's active call; other numbers are inactive results; ? = inconclusive; . = not tested or not shown; & = joins results of further samples; [ ] = dose if it differs, or a comment. Unless noted, calls come from the whole dose curve; as a rule, active = well fitted curve in the direction sought with a large enough effect; inconclusive = small, poorly fitted or top-dose-only effect, or another doubt; inactive = no such curve, though single readings can be large; an effect the other way counts as inactive or inconclusive. Potency is the fitted concentration of half-maximal effect. Some of the compounds tested, so the mix of outcomes need not match the whole.

structure | FLuc modulator | BRCA1 expr up | ELG1 genotoxic | NPC1 promoter act | Rab9 promoter act | p53 reactivator | VP16 counter | uPA generation | MBNL1-CUG inh | RORgamma inh | MLL CXXC-DNA inh
CC1CCCN(C(=O)CSc2nc3ncccc3[nH]2)C1 (configuration not stated) | -13% | 41% | 3% | 1% | 18% | 5% | -17% | 5% | -6% | 16% | 6%
COc1cccc2cc(C(C)=O)oc12 | -11% | 7% | 2% | -1% | 0% | 2% | 0% | 0% | 18% | -14% | 0%
COc1ccc(C(=O)NC(Cc2c[nH]c3ccccc23)C(=O)O)cc1 (configuration not stated) | 19µM* | -8% | -2% | -11% | -2% | 0% | 1% | 6% | -2% | -20% | 1%
CCN(C(=O)CSc1nc(-c2ccccc2)cn1N)c1c(N)n(Cc2ccccc2)c(=O)[nH]c1=O | -1% | -21% | 0% | 2% | 11% | 5% | . | -1% | . | . | .
O=C(CN(C(=O)C1COc2ccccc2O1)c1ccccc1)NCC1CCCO1 (configuration not stated) | 1% | 5% | -2% | 0% | -1% | -1% | 1% | 1% | -13% | 2% | 3%
COc1cc2cc(Oc3ccc4ccc(=O)oc4c3)c(=O)oc2cc1OC(C)=O | 4% | 2% | 5% | -2% | 0% | 2% | 4% | 15% | 3% | -2% | -4%
COCCCNC(=O)CSc1nc2sc(C(=O)OC)c(C)c2c(=O)n1N | -6% | 1% | -16% | -2% | 1% | -1% | 4% | 0% | 0% | -3% | 0%
O=C(NC1CCCCC1)c1n[nH]c2c1CC(c1ccccc1)CC2 (configuration not stated) | 3µM* | ? | ? | 2.2µM* | 1.8µM* | 19% | . | 0% | . | . | .
CCN1CCN(CC(=O)Nc2nc3ccc(C)cc3s2)CC1 | 1% | 36% | 0% | 3% | 4% | ? | 2% | -1% | -16% | -30% | -1%
c1coc(CNc2nc3nonc3nc2NCc2ccco2)c1 | -2% | -49%&-17% | -1% | 6% | 1% | 16% | 13µM* | 1% | ? | 0% | -5%

Entries of single compounds, looked up by structure. Order of values: FLuc modulator | BRCA1 expr up | ELG1 genotoxic | NPC1 promoter act | Rab9 promoter act | p53 reactivator | VP16 counter | uPA generation | MBNL1-CUG inh | RORgamma inh | MLL CXXC-DNA inh
CC1CCCN(C(=O)CSc2nc3ncccc3[nH]2)C1 (configuration not stated) across the screens: -13% | 41% | 3% | 1% | 18% | 5% | -17% | 5% | -6% | 16% | 6%
CCN(C(=O)CSc1nc(-c2ccccc2)cn1N)c1c(N)n(Cc2ccccc2)c(=O)[nH]c1=O across the screens: -1% | -21% | 0% | 2% | 11% | 5% | . | -1% | . | . | .
COc1ccc(C(=O)NC(Cc2c[nH]c3ccccc23)C(=O)O)cc1 (configuration not stated) across the screens: 19µM* | -8% | -2% | -11% | -2% | 0% | 1% | 6% | -2% | -20% | 1%
O=C(NC1CCCCC1)c1n[nH]c2c1CC(c1ccccc1)CC2 (configuration not stated) across the screens: 3µM* | ? | ? | 2.2µM* | 1.8µM* | 19% | . | 0% | . | . | .
COCCCNC(=O)CSc1nc2sc(C(=O)OC)c(C)c2c(=O)n1N across the screens: -6% | 1% | -16% | -2% | 1% | -1% | 4% | 0% | 0% | -3% | 0%

Next part
structure | FLuc modulator | BRCA1 expr up | ELG1 genotoxic | NPC1 promoter act | Rab9 promoter act | p53 reactivator | VP16 counter | uPA generation | MBNL1-CUG inh | RORgamma inh | MLL CXXC-DNA inh
O=C(c1ccco1)N1CCN(Cc2cn[nH]c2-c2cccc3ccccc23)CC1 | -3% | -23% | -2% | -4% | 1% | -5% | 0% | 9% | 1% | 5% | -13%
COc1ccccc1/C=C/C(=O)OCC(=O)NC1CC1 | 2% | -14% | 1% | 2% | 0% | 14% | . | -3% | . | . | .
CCOC(=O)c1c(C)nc(SCC(N)=O)c(C#N)c1-c1ccccc1 | 2% | -2% | 0% | -4% | -5% | -14% | 2% | -2% | 3%[11.5 µM] | -3% | 6%
O=C(Cn1ccccc1=O)c1ccc(Cl)cc1 | -2% | 25% | 4% | 0% | -5% | 18% | 0% | 0% | -8% | 0% | -1%
O=C(CSc1nc2ccccc2c(=O)[nH]1)N1CCN(c2ccccc2)CC1 | -2% | -1% | 0% | 0% | 6%[1.84 µM] | 16% | -10% | -4% | -8% | -1% | 1%
O=C(CCCn1c(=O)oc2ccccc21)N1CCN(c2ccccn2)CC1 | -14% | 95% | 6% | ? | 23% | 19% | 13% | -3% | -1% | 23% | 7%
CCCNC(=O)c1ccccc1NC(=O)c1ccccc1N(C)S(=O)(=O)c1ccccc1 | -1% | -45% | -2% | -1% | 1% | -4% | 2% | -7% | 0% | ? | 1%
COc1ccc(Cl)cc1C(=O)Nc1nc2ccc(S(C)(=O)=O)cc2s1 | -5% | . | ? | 21% | 0% | 17% | -11% | . | 6% | 7% | 5%
COc1ccccc1Nc1nc(N2CCOCC2)nc(N2CCOCC2)n1 | 2% | -34%&-17% | -8% | -5% | -4% | 1% | -14% | 5%&16% | -9% | 1% | 8%
CCCn1c(CN2CCN(c3cccc(Cl)c3)CC2)nc2c1c(=O)n(C)c(=O)n2C | 1% | 7% | -4% | -3% | -7% | 4% | ? | -1% | 2% | -5% | 7%
Nc1nc(NCCOCCO)nc(Nc2cccc(F)c2)c1[N+](=O)[O-] | 4% | -37% | 3% | -7% | 6% | -1% | -2% | 6% | ? | -28% | 7%
CCc1cc2c(=O)c(-c3cnn(-c4ccccc4)c3)c(C)oc2cc1OCC(=O)Nc1cccc(C)c1 | -1% | -25% | 15% | -8% | -14% | -4% | -9% | -4% | . | -19%[10 µM] | 4%
NC(=O)c1cccn1Cc1ccccc1Cl | 0% | -2% | -2% | 1% | 8% | -16% | -2% | 3% | -7% | 3% | -4%
Cc1cc(/C=C(\C#N)C(=O)O)c(C)n1CC1CCCO1 (configuration not stated) | ? | -1% | 1% | -6% | 2% | -2% | 8% | -1% | 14% | 1% | 6%
O=[N+]([O-])c1ccc(N2CCN(c3cccc(Cl)c3)CC2)cn1 | -12% | -18% | 5% | 2% | -4% | -1% | -2% | 2% | ? | 38% | 0%
O=C(CSc1ccc2nnc(-c3cccs3)n2n1)N1CCCC1 | -7% | 18% | -2% | -6% | 12% | -4% | 9% | -3% | 7% | -20% | -5%
S=C(NCCc1ccccc1)NCCN1CCOCC1 | 2% | 44% | 9% | -4% | 13% | 11% | -4% | 3% | -7% | -21% | -11%
O=C(COc1ccc2ccccc2c1Br)NC(=S)Nc1cccc(CO)c1 | 8.5µM* | -1% | 21µM* | ? | ? | 7% | 10µM* | -2% | 4%[11.5 µM] | 7.9µM* | 0%
CC1CCN(CCCCOc2ccc([N+](=O)[O-])cc2)CC1 | -1% | -3% | -1% | -3% | 9% | -10% | -1% | -17% | 19% | 2% | 2%
CC(=O)n1cc([C@H]2C=C(C(=O)Nc3ccccc3)O[C@@H](OCCCCO)C2)c2ccccc21 | -2% | -41% | -10% | 1% | -1% | 4% | -3% | 14% | 5% | ? | -11%
O=C(NCCCNCc1ccccc1)c1ccccn1 | 3% | -14%&-11% | 3% | 0% | -7% | -1% | 3% | 8%&-2% | 4% | -31% | 1%
O=[N+]([O-])c1cc(S(=O)(=O)NCCN2CCOCC2)ccc1Sc1nnnn1-c1ccccc1 | -3% | -96% | -12% | -4% | -13% | -22% | 20µM* | -16% | . | 11µM* | 1%
O=C(NCc1cn(-c2ccccc2)nc1-c1ccccc1)c1cccc([N+](=O)[O-])c1 | ? | -8% | 0% | 1% | -1% | 1% | ? | ? | 16% | -81% | .
CC(C)c1ccc(NC(=O)C(c2ccccc2)N2CCN(C(=O)c3ccco3)CC2)cc1 (configuration not stated) | ? | -2% | 1% | 6% | 0% | 20% | -9% | -1% | -1% | 11% | 5%
Cc1cc2c(sc3c(C)ccc(C)c32)c(C)n1 | -6% | -15% | -1% | -6% | -3% | 5% | -6% | 7% | -16% | 18µM* | -6%
C/C(CCc1ccccc1)=N\NC(=O)CC(=O)NCCc1ccccc1 | 2% | -8% | -1% | -2% | 0% | 4% | -7% | 2% | 3%[11.5 µM] | -26% | 0%
COc1ccccc1NS(=O)(=O)c1c(C(=O)N2CCCC2)c(C)n(C)c1C | 3% | -2% | 3% | 1% | 1% | 0% | -8% | 5% | -2% | 1% | 6%
Cc1cc(C(F)(F)F)cc(NNC(=O)NC(=O)c2ccc(Cl)cc2)n1 | 0% | 0% | 6% | -7% | -2% | -1% | 5% | 0% | -4% | 0% | -1%
Cc1cc(-c2cccc([N+](=O)[O-])c2)nc2ccc3ccccc3c12 | 2.7µM* | 28% | 9% | ? | ? | -6% | -3% | -3% | 7% | -5% | 2%
